aDG glyco act: alpha-DG glycosylation activation | Pro5-aDG cells, alpha-DG glycosylation AlphaScreen (IIH6); 0% Pro5, 100% B10-LARGE cell signal | activation, % at 10 µM | actives 0.22% (n = 360,000) | AID 624168;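 active = activation of at least 8% versus controls, or a plate z-score of at least 8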;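 note: Pro5 are CHO cells carrying HIG-tagged alpha-DG that lacks glycosylation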
H9c2 protect: protects H9c2 cardiomyocytes from peroxide injury. H2O2 injury protection, ATPLite, 2 h. actives 0.63% (n = 360,000). protection from H2O2 cell death, % at 20 µM. AID 588492;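 active = compounds giving at least 50% protection of heart cells from peroxide-induced death in the single-dose screen, raw or plate-pattern-corrected value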;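 note: 0% = DMSO wells with peroxide and 100% = DMSO wells without peroxide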
Exocytosis inh: lytic granule exocytosis inhibition; TALL-104 LAMP-1 surface exposure, flow cytometry; cells stimulated with thapsigargin and PMA; inhibition, % at 10 µM; actives 0.66% (n = 360,000);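 active = inhibition above about 55%, limit read from the data; inconclusive = no clear call, values can overlap the other calls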
HTR2A ag: activates the mouse 5-HT2A serotonin receptor | P35363 | CHO-K1 mHTR2A beta-arrestin complementation, luminescence; percent of 30 µM serotonin response | activation, % at 7.6 µM | actives 0.66% (n = 360,000) | AID 624169;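 active = activation above a run cutoff, the mean activation of all tested compounds plus 3 SD, cut at about 14% in these data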;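 note: 0% = plate median of compound wells and 100% = 30 µM serotonin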
Target sequence (P35363 whole entry, looked up): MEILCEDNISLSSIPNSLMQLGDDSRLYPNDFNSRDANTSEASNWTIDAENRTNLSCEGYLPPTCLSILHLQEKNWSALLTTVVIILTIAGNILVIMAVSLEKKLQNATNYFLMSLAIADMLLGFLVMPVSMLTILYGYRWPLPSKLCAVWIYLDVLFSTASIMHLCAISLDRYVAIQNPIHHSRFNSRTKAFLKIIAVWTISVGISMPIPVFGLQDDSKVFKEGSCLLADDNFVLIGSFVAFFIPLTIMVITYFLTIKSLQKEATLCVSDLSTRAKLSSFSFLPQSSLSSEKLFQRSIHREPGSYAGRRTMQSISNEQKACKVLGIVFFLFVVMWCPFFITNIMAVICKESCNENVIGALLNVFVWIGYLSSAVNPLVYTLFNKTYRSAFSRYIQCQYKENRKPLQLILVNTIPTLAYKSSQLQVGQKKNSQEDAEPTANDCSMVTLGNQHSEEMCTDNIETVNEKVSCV
Glyco luc inh: N-linked glycosylation inhibition; AID 588692; D54 ERlucT glycosylation luciferase reporter, 24 h; percent of 100 nM tunicamycin response; actives 0.23% (n = 360,000); reporter increase, % at 12.5 µM;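 active = mean luciferase reporter signal, scaled so untreated is 0 and the glycosylation-blocking control 100, at or above a set limit in every replicate; inconclusive = mean reaches the limit but not every replicate does; inactive = mean below the limit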;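 note: luciferase carries N-glycosylation sites so blocking glycosylation raises the light; 0% = median of neutral control wells and 100% = median of 100 nM tunicamycin wells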
PDI inh: PDI (human) enzyme inhibition; PDI insulin aggregation turbidity, A650, 90 min; P07237; inhibition, % at 10 µM; actives 0.052% (n = 350,000);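 active = mean inhibition across replicates of 30% or more, whatever share of single replicates reach that level; inconclusive = mean inhibition below 30% while every single replicate reaches 30%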;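 note: absorbance from insulin aggregation driven by PDI reduction with DTT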
Target sequence (P07237 whole entry, looked up): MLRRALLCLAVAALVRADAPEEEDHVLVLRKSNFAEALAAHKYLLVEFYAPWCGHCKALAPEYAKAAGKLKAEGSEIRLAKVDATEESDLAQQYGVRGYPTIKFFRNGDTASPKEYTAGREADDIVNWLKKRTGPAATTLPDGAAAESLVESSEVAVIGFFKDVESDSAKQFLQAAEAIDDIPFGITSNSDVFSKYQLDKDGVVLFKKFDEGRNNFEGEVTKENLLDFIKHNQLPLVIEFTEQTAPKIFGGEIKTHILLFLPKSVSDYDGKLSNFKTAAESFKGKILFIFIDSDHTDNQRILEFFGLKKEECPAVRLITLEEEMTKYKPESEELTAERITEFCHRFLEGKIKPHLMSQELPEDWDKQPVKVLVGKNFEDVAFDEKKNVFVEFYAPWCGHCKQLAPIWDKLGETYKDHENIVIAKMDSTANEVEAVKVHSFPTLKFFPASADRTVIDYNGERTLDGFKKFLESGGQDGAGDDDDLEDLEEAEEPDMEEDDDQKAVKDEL
CaV13 ICDI inh: Disruptors of the CACNA1D IQ motif to Ca2+-dependent inactivation inhibitor domain association, primary screening, Förster resonance energy transfer in intact living …. HEK cells, CFP/YFP FRET ICDI-IQ, plate reader, 10 min; percent FRET-ratio fall versus neutral wells. inhibition, % at 12.3 µM. actives 0.098% (n = 340,000);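 active = mean replicate inhibition of at least 30% and at least 1% of replicates passing that level; inconclusive = only one of the two criteria is met; inactive = neither criterion is met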;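 note: 0% = median of the neutral control wells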
iPSC survival up: enhancers of human iPSC single-cell survival; hiPSC single-cell survival, ATPlite luminescence; 100% = ROCK inhibitor wells, 0% = DMSO; survival enhancement, % at 20 µM; actives 0.044% (n = 360,000); AID 602274; in the data active = survival enhancement above about 18%;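 note: cells exposed to compounds for 16 hours before the ATP read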
Vif imaging: inhibitors of HIV Vif; HEK293T cells, Vif self-association by quenched fluorescence, imaging, 24 h; inhibition, % at 7.49 µM; actives 0.35% (n = 340,000); AID 602346; in the data active = inhibition above about 50%, passing the limit was not always enough; inconclusive = no clear call, values can overlap the other calls; inactive = below about 31%; note: some results filed as inactive read as strong as hits
ABCB6 inh 2: inhibitors of human ABC transporter ABCB6. Q9NP58. K562-ABCB6 porphyrin accumulation, flow cytometry, 1 h; hits give low values. fluorescence ratio to DMSO, % at 10 µM. actives 0.19% (n = 360,000);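 active = fluorescence ratio to DMSO below 75%, the collection mean minus 3 SD; inconclusive = too few cells collected in the well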;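 note: signal is porphyrin accumulated inside mitochondria; 100% equals median channel fluorescence of DMSO control wells; lower ratio means ABCB6 inhibition with less porphyrin fluorescence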
Starred values were filed as active, the others as inactive. Hits appear at their usual frequency; any-hit rate near 3.1%.

For CC(Oc1ccccc1)C(=O)Nc1ccc(S(=O)(=O)N2CCOCC2)cc1 (centres undefined) the results were aDG glyco act -0.3, H9c2 protect 0, Exocytosis inh 1, HTR2A ag -4, Glyco luc inh -1, PDI inh 3, CaV13 ICDI inh -9, iPSC survival up -0.3, Vif imaging 16 and ABCB6 inh 2 93.
For Cc1cc(C(=O)N/N=C/c2c(C)nn(-c3ccccc3)c2C)c(C)o1 the results were aDG glyco act 0.0, H9c2 protect 3, Exocytosis inh 0, HTR2A ag 1, Glyco luc inh 2, PDI inh 0, CaV13 ICDI inh -4, iPSC survival up 0.5, Vif imaging -6 and ABCB6 inh 2 97.
Screening CCOC(=O)c1ccc(S(=O)(=O)N2CCN(C3CCCC3)CC2)cc1 returned aDG glyco act 0.3, H9c2 protect -7, Exocytosis inh 0, HTR2A ag 2, Glyco luc inh 2, PDI inh -4, CaV13 ICDI inh -5, iPSC survival up 0.0, Vif imaging 4 and ABCB6 inh 2 100.
Screening C=C(C)c1cccc(C(C)(C)NC(=O)NCc2cccnc2)c1 returned aDG glyco act -0.2, H9c2 protect 1, Exocytosis inh -4, HTR2A ag 1, Glyco luc inh 2, PDI inh 0, CaV13 ICDI inh -1, iPSC survival up 1.9, Vif imaging 3 and ABCB6 inh 2 100.
For O=C(NNS(=O)(=O)c1ccc(F)cc1)c1cnccn1 the results were aDG glyco act -0.1, H9c2 protect 9, Exocytosis inh 7, HTR2A ag 0, Glyco luc inh 2, PDI inh -3, CaV13 ICDI inh -3, iPSC survival up -0.1, Vif imaging 6 and ABCB6 inh 2 97.
COc1ccc(/C=N\NC(=O)c2ccccc2Cl)cc1COc1c(F)c(F)c(F)c(F)c1F was read as aDG glyco act -0.1, H9c2 protect -5, Exocytosis inh -1, HTR2A ag 0, Glyco luc inh -2, PDI inh 2, CaV13 ICDI inh -9, iPSC survival up -0.3, Vif imaging 0 and ABCB6 inh 2 97.
COc1ccc(C(=O)N2CCN=C2SCc2cccnc2)cc1OC was read as aDG glyco act 0.0, H9c2 protect 3, Exocytosis inh 6, HTR2A ag 6, Glyco luc inh 0, PDI inh 2, CaV13 ICDI inh 15, iPSC survival up -3.1, Vif imaging 9 and ABCB6 inh 2 95.
CCN(CC)c1nc(Oc2ccc(=O)[nH]n2)nc(N2CCOCC2)n1 was read as aDG glyco act -0.2, H9c2 protect 2, Exocytosis inh 2, HTR2A ag 7, Glyco luc inh 3, PDI inh -5, CaV13 ICDI inh -15, iPSC survival up 0.9, Vif imaging 1 and ABCB6 inh 2 104.
Screening CCCCc1ccc(NS(=O)(=O)c2cccc(C(=O)N3CCNC(=O)C3)c2)cc1 returned aDG glyco act 0.0, H9c2 protect 3, Exocytosis inh -2, HTR2A ag 5, Glyco luc inh 1, PDI inh -14, CaV13 ICDI inh -6, iPSC survival up -0.1, Vif imaging 1 and ABCB6 inh 2 95.
CCCS(=O)(=O)N1CCc2cc(OC)c(OC)cc2C1 was read as aDG glyco act 0.1, H9c2 protect -4, Exocytosis inh -3, HTR2A ag 2, Glyco luc inh 1, PDI inh 9, CaV13 ICDI inh -4, iPSC survival up -0.7, Vif imaging 14 and ABCB6 inh 2 99.
CSCCC1NC(=O)N(CC(=O)Nc2cccc(S(=O)(=O)N3CCCCCC3)c2)C1=O (centres undefined) was read as aDG glyco act -0.1, H9c2 protect -6, Exocytosis inh -4, HTR2A ag 9, Glyco luc inh -1, PDI inh 5, CaV13 ICDI inh -6, iPSC survival up -1.2, Vif imaging -11 and ABCB6 inh 2 98.
`CC(CCc1ccccc1)NC(=O)/C=C/c1ccccc1` (centres undefined) gave aDG glyco act 0.1, H9c2 protect -3, Exocytosis inh -3, HTR2A ag -7, Glyco luc inh -4, PDI inh -6, iPSC survival up 2.9, Vif imaging -4 and ABCB6 inh 2 95.
Screening CCC(C(=O)Nc1cccc(C(=O)O)c1)c1ccccc1 (centres undefined) returned aDG glyco act 0.0, H9c2 protect 5, Exocytosis inh 2, HTR2A ag 1, Glyco luc inh 2, PDI inh -5, CaV13 ICDI inh -5, iPSC survival up 3.4, Vif imaging -11 and ABCB6 inh 2 90.
For O=[N+]([O-])c1cc(Cl)ccc1Sc1cccc2cccnc12 the results were aDG glyco act 0.0, H9c2 protect -4, Exocytosis inh -14, HTR2A ag 4, Glyco luc inh -1, PDI inh -6, CaV13 ICDI inh -8, iPSC survival up 1.0, Vif imaging -13 and ABCB6 inh 2 97.
Screening CCN(CC)C(=O)CCCC(=O)N(CC)CC returned aDG glyco act -0.1, H9c2 protect 0, Exocytosis inh 0, HTR2A ag -3, Glyco luc inh 2, PDI inh 17, CaV13 ICDI inh 0, iPSC survival up -0.3, Vif imaging -1 and ABCB6 inh 2 101.
For CSCC(C)N1CCC(N2CCC(C(=O)NCc3ccccn3)CC2)CC1 (centres undefined) the results were aDG glyco act -0.2, H9c2 protect -3, Exocytosis inh 1, HTR2A ag 1, Glyco luc inh 3, PDI inh -6, CaV13 ICDI inh -5, iPSC survival up 0.1 and ABCB6 inh 2 93.
For O=C(CSc1nnc(-c2ccccc2F)o1)NC1CC1 the results were aDG glyco act -0.1, H9c2 protect 6, Exocytosis inh -2, HTR2A ag -4, Glyco luc inh 1, PDI inh 0, CaV13 ICDI inh -6, iPSC survival up 0.3, Vif imaging -1 and ABCB6 inh 2 99.
COc1ccc(-c2noc(CNC(=O)c3ccoc3C)n2)cc1OC was read as aDG glyco act 0.1, H9c2 protect -2, Exocytosis inh inconclusive, HTR2A ag 2, Glyco luc inh 0, PDI inh 2, CaV13 ICDI inh -3, iPSC survival up 0.1, Vif imaging 21 and ABCB6 inh 2 96.
For CCN(CC)S(=O)(=O)c1ccc(C)c(NC(=O)CN2CCN(C)CC2)c1 the results were aDG glyco act 0.1, H9c2 protect 2, Exocytosis inh -8, HTR2A ag 3, Glyco luc inh 1, PDI inh 2, CaV13 ICDI inh -5, iPSC survival up -0.8, Vif imaging -3 and ABCB6 inh 2 103.
COc1ccc(C(=O)c2c(O)cc(-c3ccc(OC)cc3)oc2=O)cc1 was read as aDG glyco act -0.2, H9c2 protect 3, Exocytosis inh 2, HTR2A ag 0, Glyco luc inh 2, PDI inh 8, CaV13 ICDI inh -14, iPSC survival up -0.2, Vif imaging -4 and ABCB6 inh 2 100.
COc1ccc(NC(=O)c2ccc3c(=O)n(-c4ccc(OC)cc4OC)c(=S)[nH]c3c2)c(OC)c1 was read as aDG glyco act 0.4, H9c2 protect -9, Exocytosis inh -1, HTR2A ag -2, Glyco luc inh -2, PDI inh -1, CaV13 ICDI inh -6, iPSC survival up -0.5, Vif imaging -8 and ABCB6 inh 2 94.
For Cc1ccc(CS(=O)(=O)CCC(=O)O)cc1 the results were aDG glyco act 0.3, H9c2 protect 6, Exocytosis inh 0, HTR2A ag 1, Glyco luc inh 0, PDI inh 2, CaV13 ICDI inh -1, iPSC survival up -1.9, Vif imaging -11 and ABCB6 inh 2 90.
Screening CCN1C(=O)NC2C1N(S(C)(=O)=O)CCN2S(C)(=O)=O (centres undefined) returned aDG glyco act -0.1, H9c2 protect 2, Exocytosis inh 20, HTR2A ag 0, Glyco luc inh 1, PDI inh 10, iPSC survival up 3.6, Vif imaging 1 and ABCB6 inh 2 99.
CSc1sc(C(=O)NN)c2c1C(O)CCC2 (centres undefined) was read as aDG glyco act -0.2, H9c2 protect -3, Exocytosis inh -1, HTR2A ag -12, Glyco luc inh 1, PDI inh -1, CaV13 ICDI inh -5, iPSC survival up 4.6, Vif imaging 4 and ABCB6 inh 2 98.
`CN(C)c1ccc(N=Nc2cccc3ccoc23)cc1` gave aDG glyco act -0.4, H9c2 protect -8, Exocytosis inh -11, HTR2A ag 2, Glyco luc inh -6, PDI inh 2, CaV13 ICDI inh -2, iPSC survival up -0.3, Vif imaging 2 and ABCB6 inh 2 96.
O=c1n(Cc2ccccc2)c(O)c2n1Cc1ccccc1N=C2c1ccccc1 was read as aDG glyco act -0.1, H9c2 protect 1, Exocytosis inh 1, HTR2A ag -1, Glyco luc inh -1, CaV13 ICDI inh -4, iPSC survival up 0.9, Vif imaging 3 and ABCB6 inh 2 101.
COc1ccc(C(=O)c2cnc(C(C)C)n2C)cc1 was read as aDG glyco act 0.2, H9c2 protect -1, Exocytosis inh -2, HTR2A ag 2, Glyco luc inh 0, PDI inh -5, CaV13 ICDI inh -6, iPSC survival up -1.3, Vif imaging 8 and ABCB6 inh 2 92.
Screening O=C(CC1Sc2ccccc2NC1=O)Nc1cccnc1 (centres undefined) returned aDG glyco act 0.5, H9c2 protect -2, Exocytosis inh 2, HTR2A ag -2, Glyco luc inh 3, PDI inh 4, CaV13 ICDI inh 4, iPSC survival up -0.1, Vif imaging 1 and ABCB6 inh 2 103.
Screening COc1ccc(Cc2nnc(NCCO)[nH]c2=O)cc1OC returned aDG glyco act 0.1, H9c2 protect 1, Exocytosis inh 0, HTR2A ag 1, Glyco luc inh 2, PDI inh -9, CaV13 ICDI inh 0, iPSC survival up 7.3, Vif imaging -12 and ABCB6 inh 2 101.
For COc1ccccc1CCC(=O)N1CCC(n2nccc2NC(=O)CC(C)C)CC1 the results were aDG glyco act 0.2, H9c2 protect 4, Exocytosis inh -16, HTR2A ag 3, Glyco luc inh 2, PDI inh 8, CaV13 ICDI inh -6, iPSC survival up -0.3, Vif imaging -1 and ABCB6 inh 2 93.

At a glance, part of the list above:
Screening COc1ccc(Cc2nnc(NCCO)[nH]c2=O)cc1OC returned aDG glyco act 0.1, H9c2 protect 1, Exocytosis inh 0, HTR2A ag 1, Glyco luc inh 2, PDI inh -9, CaV13 ICDI inh 0, iPSC survival up 7.3, Vif imaging -12 and ABCB6 inh 2 101.
For COc1ccccc1CCC(=O)N1CCC(n2nccc2NC(=O)CC(C)C)CC1 the results were aDG glyco act 0.2, H9c2 protect 4, Exocytosis inh -16, HTR2A ag 3, Glyco luc inh 2, PDI inh 8, CaV13 ICDI inh -6, iPSC survival up -0.3, Vif imaging -1 and ABCB6 inh 2 93.

New compounds follow
`Cc1ccc(NC(=O)c2c(C)noc2-c2snnc2C)cc1` gave aDG glyco act 0.1, H9c2 protect -2, Exocytosis inh -8, HTR2A ag 0, Glyco luc inh 6, PDI inh -2, CaV13 ICDI inh -7, iPSC survival up -0.2, Vif imaging 8 and ABCB6 inh 2 97.
COCC(=O)N1CCC(Oc2ccc(C(=O)N3CCSCC3)cc2)CC1 was read as aDG glyco act -0.1, H9c2 protect 1, Exocytosis inh -3, HTR2A ag 1, Glyco luc inh 4, PDI inh 6, CaV13 ICDI inh -4, iPSC survival up 0.2, Vif imaging 10 and ABCB6 inh 2 97.
`COCCOC(=O)c1c(C)n(C)c2ccc(OC(=O)c3c(OC)cccc3OC)cc12` gave aDG glyco act -0.3, H9c2 protect 46, Exocytosis inh -7, HTR2A ag 2, Glyco luc inh 1, PDI inh 12, CaV13 ICDI inh -2, iPSC survival up 0.1, Vif imaging -12 and ABCB6 inh 2 101.
Screening N#CC[n+]1cc(-c2ccc(Cl)cc2)n2c1CCC2 returned aDG glyco act 0.1, H9c2 protect 4, Exocytosis inh 0, HTR2A ag 0, Glyco luc inh 1, PDI inh 11, CaV13 ICDI inh -8, iPSC survival up -2.6 and ABCB6 inh 2 95.

Screens from PubChem.
